# ASAP1 inh: blocks human ASAP1-stimulated Arf1 GTP hydrolysis. GDP FP detection. 0.19% of 360,000 active. Q9ULH1. inhibition, % at 16.5 µM; in the data active means inhibition above about 25%;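 further: 0% = vehicle with enzyme and substrate and 100% = no enzyme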
# proKLK7 act: activates the human kallikrein-7 zymogen; purified proKLK7, EDANS-DABCYL substrate fluorescence; 100% is mature enzyme control, 0% vehicle; 0.9% of 370,000 active; activation, % at 7 µM;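 active means activation above the mean of all tested compounds plus 3 SD, computed per campaign excluding outliers beyond control limits, cut at about 13% in these data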
# PLCb3 inh: PLC-beta3 (human) inhibition, primary screen. Purified PLC-beta3, fluorogenic substrate, fluorescence. inhibition, % at 12.2 µM. 0.18% of 370,000 active. AID 720704; in the data active means inhibition above about 11%;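 further: 0% = median of compound wells on plate and 100% = full blocker control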
# PLCg1 inh: inhibitors of human phospholipase C gamma1; purified PLC-gamma1, fluorogenic substrate, fluorescence; inhibition, % at 12.2 µM; 0.84% of 370,000 active; AID 720700; in the data active means inhibition above about 9.5%
# HGIII-sPLA2 inh: Inhibits HGIII-sPLA2 liposome hydrolysis, primary screen; 0.56% of 370,000 active; inhibition, % at 12.2 µM; QFRET BODIPY PC-A2 liposome hydrolysis, fluorescence; AID 743126;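 active means inhibition above mean plus 3 SD of compounds lying within the high and low control bounds, cut at about 19% in these data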;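 further: 0% = median of test compound wells and 100% = no enzyme DMSO wells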
# ARFGAP1 inh: rat ARFGAP1 inhibition. inhibition, % at 16.5 µM. AID 651572. 0.26% of 360,000 active. Arfgap1-stimulated ARF1 GTP hydrolysis, GDP FP detection. Q62848;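 active means inhibition above a per-plate limit, mean inhibition of low control wells plus 3 SD, cut at about 25% in these data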;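 further: 0% = DMSO wells with enzyme and 100% = wells lacking Arfgap1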
#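 Assay system: purified rat His6-Arfgap1 residues 1-136 (GAP domain); Reagent: human Δ17 ARF1 bound to GTP; Dosing: 16.5 µM single point, 1.26% DMSO; Times: GTP hydrolysis reaction 2 h at 25 °C; Signal: FP, GDP Alexa 633 tracer displaced from anti-GDP antibody, 620/688 nm; Measure: % inhibition from polarization.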
# Tn7 DDE FP: disrupts Tn7 cyclic peptide binding to fibrin D-Dimer-E complex; AID 720508; inhibition, % at 8.3 µM; FP displacement of FITC-Tn7 peptide from fibrin DD(E); 0% = median of compound wells per plate; 0.13% of 370,000 active;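 active means inhibition above the mean of compounds falling within the control limits plus 3 SD of them, cut at about 14% in these data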;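 further: 0% = plate median of compound wells and 100% = 10 µM Aha-Tn7 peptide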
# Target sequence (P02675 whole entry, looked up): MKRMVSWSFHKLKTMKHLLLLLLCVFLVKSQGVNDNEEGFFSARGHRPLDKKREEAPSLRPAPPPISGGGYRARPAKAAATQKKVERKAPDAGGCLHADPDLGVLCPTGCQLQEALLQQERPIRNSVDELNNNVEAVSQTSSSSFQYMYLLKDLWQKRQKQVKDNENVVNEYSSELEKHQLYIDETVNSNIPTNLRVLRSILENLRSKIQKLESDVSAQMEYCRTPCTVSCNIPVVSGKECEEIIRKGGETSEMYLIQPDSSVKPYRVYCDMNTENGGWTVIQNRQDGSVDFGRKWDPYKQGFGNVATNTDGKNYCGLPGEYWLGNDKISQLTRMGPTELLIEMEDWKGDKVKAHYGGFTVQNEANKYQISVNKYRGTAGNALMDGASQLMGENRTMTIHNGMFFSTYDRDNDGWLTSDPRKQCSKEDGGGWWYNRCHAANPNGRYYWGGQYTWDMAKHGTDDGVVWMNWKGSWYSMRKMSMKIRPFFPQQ
#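 Assay system: human fibrin DD(E) protein / Input: 2 µM fibrin DD(E) / Benchmarks: high control of 10 µM Aha-Tn7 peptide / Measured by: fluorescence polarization of the labelled Tn7 tracer / Medium: Tris buffer with calcium and detergent, pH 7.8 / Timing: 10 min compound pre-incubation, 3 h probe incubation at room temperature / Repeats: one replicate per compound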
# UHRF1 MBD2 ctr: blocks human UHRF1 binding to methylated DNA; AID 687016; 0.75% of 370,000 active; Q96T88; UHRF1 binding to methylated oligo, TR-FRET; inhibition, % at 4.4 µM; in the data active means inhibition above about 21%;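 further: UHRF1 SRA domain binding a hemimethylated CpG hairpin DNA probe; 0% = median of test compound wells and 100% = reference inhibitor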
# NR1D1 modulator: Rev-erb alpha (human) modulation. Rev-erbα–FITC-DNA binding, fluorescence polarization, 90 min. activity, % at 10 µM. 0.79% of 370,000 active. AID 1259318;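 active means activity above about 14%, limit read from the data; passing the limit was not always enough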;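 further: 0% = DMSO wells with 35 nM protein and 100% = DMSO wells with 750 nM protein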
# Target sequence (P20393 whole entry, looked up): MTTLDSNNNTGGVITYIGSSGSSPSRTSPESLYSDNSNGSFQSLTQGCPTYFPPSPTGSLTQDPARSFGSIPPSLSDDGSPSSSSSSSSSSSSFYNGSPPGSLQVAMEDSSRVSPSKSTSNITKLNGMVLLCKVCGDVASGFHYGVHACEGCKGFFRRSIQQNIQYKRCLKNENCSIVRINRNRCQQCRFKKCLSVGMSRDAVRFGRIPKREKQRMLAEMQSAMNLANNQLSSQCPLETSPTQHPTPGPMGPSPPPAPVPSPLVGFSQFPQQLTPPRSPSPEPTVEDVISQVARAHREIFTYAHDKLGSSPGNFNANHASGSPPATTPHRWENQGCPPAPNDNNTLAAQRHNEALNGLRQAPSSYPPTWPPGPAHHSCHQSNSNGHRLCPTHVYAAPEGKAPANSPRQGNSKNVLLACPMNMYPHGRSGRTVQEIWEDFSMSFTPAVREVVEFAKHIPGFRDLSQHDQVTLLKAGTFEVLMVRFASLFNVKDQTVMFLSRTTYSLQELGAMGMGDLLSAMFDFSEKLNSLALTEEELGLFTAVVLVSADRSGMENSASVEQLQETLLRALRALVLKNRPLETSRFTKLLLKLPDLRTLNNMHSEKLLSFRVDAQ
# DDE Tn6 FP inh: DD(E)-Tn6 binding inhibition, primary FP screen | P02675 | Fibrin DD(E) TRITC-Tn6 fluorescence polarization displacement | inhibition, % at 8.3 µM | 0.21% of 370,000 active | AID 720509;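 active means inhibition above a per-campaign cutoff: mean of compounds within control limits plus 3 SD, cut at about 15% in these data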;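 further: 0% = median of all compound wells on the plate and 100% = blocking peptide control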
# Starred values were filed as active, the others as inactive; i = inactive; · = not tested or not shown; & = joins results of further samples.
SMILES,ASAP1 inh,proKLK7 act,PLCb3 inh,PLCg1 inh,HGIII-sPLA2 inh,ARFGAP1 inh,Tn7 DDE FP,UHRF1 MBD2 ctr,NR1D1 modulator,DDE Tn6 FP inh
CCOc1ccccc1CNn1cnnc1,6.8,-0.4,-5.8,-2.2,7.1,1.9,-5.7,0.3,-1.3,8.2
Cc1ccc(C(=O)NCc2nc3ccccc3[nH]2)o1,1.6,-0.2,-9.6,-0.5,2.5,1.3,-6.8,3.2,-5.9,-6.5
CCN(c1ccccc1)S(=O)(=O)c1cccc(C(=O)O)c1,-1.7,0.0,5.7,7.8,4.3,10.2,-4.4,1.1,2.4,-4.8
CO[C@@H]1CN(C)C(=O)c2cc(NC(=O)Nc3ccc(Cl)cc3)ccc2OC[C@H](C)NC[C@H]1C,1.6,0.3,-1.8,-1.1,2.1,11.7,-9.1,1.0,-5.5,3.3
O=C(CSc1nc2cc(S(=O)(=O)N3CCOCC3)ccc2o1)NC1CCCc2ccccc21 (centres undefined),-6.2,0.8,-2.1,0.5,-10.8,-3.4,1.0,-0.3,5.5,-3.5
CCOc1ccccc1NC(=O)Nc1cccc(NC(C)=O)c1,-4.7,0.7,-5.2,2.1,-3.2,3.2,1.0,-3.2,-4.2,-3.0
Cc1ccc2c(c1)C1CS(=O)(=O)N(Cc3ccc(F)cc3)CN1C2 (centres undefined),·,0.5,-11.1,-9.0,2.1,·,1.6,-4.8,1.4,-1.0
Cc1ccc(NC(=O)CSc2n[nH]c(=O)n2C2CC2)cc1S(=O)(=O)N1CCOCC1,19.1,-0.7,1.4,6.3,-5.7,7.5,-2.4,2.0,-0.1,4.9
Cc1ccc(C(=O)C2CCN(S(=O)(=O)c3c(C)noc3C)CC2)cc1,-3.3,0.2,-4.4,1.9,1.0,3.1,4.6,4.3,-5.5,-3.0
COc1ccc(N2CCN(C(=O)CSc3nnc4c(C)cc5ccc(C)c(C)c5n34)CC2)cc1,14.4,0.0,1.4,6.5,7.1,3.4,9.6,0.8,-5.6,8.4
C=CCOc1c(Cl)cc(CNc2ccc(N(C)C)cc2)cc1OC,-87.5,-1.9,-95.7,-70.1,11.2,-76.5,-1.9,5.5,1.0,10.8
CCOC(=O)C1(Cc2ccccc2C)CCCN(C(=O)c2sccc2C)C1 (centres undefined),-9.4,0.4,0.6,1.9,-2.9,0.4,0.4,-2.4,1.2,3.0
COC(=O)c1cc(COC(=O)c2cccnc2SC)oc1C,4.6,-0.3,2.9,-0.2,-2.4,5.5,1.6,-0.5,3.0,6.8
N#Cc1c(NCCCO)nc(NCc2ccccc2)c2c1CCN(Cc1ccccc1)C2,6.9,6.6,i,i,-10.6,2.1,1.6,9.0,-2.5,2.6
O=C(O)COc1ccc(C(=O)Cc2ccc3c(c2)OCCCO3)c(O)c1,-2.2,-0.4,-11.9,-10.8,-11.2,10.6,5.9,1.9,11.8,-3.1
COC(=O)C1N[C@@H]([C@@H](NC(=O)COc2ccccc2)C(=O)NCc2ccccc2)SC1(C)C (some centres undefined),-2.6,0.0,0.5,-0.5,0.0,-6.0,3.3,-0.2,2.8,-4.8
CC(C)c1ccc(NC2CCCN(C(=O)c3cnsn3)C2)cc1 (centres undefined),4.0,0.1,-3.7,-1.1,5.1,-1.8,1.5,2.0,3.1,11.5
OCCN(Cc1ccccc1)C(=S)Nc1ccc(F)cc1,-0.3,-0.1,3.3,0.1,0.0,1.2,-3.3,-1.1,0.3,-6.0
CCCCCCNC(=O)CCCCCNS(=O)(=O)c1ccc(OC)cc1,-4.2,-0.9,1.3,1.8,-12.1,-1.2,1.2,-1.5,2.9,-2.7
CC1CCCCC12NC(=O)N(CC(=O)NCc1cccs1)C2=O (centres undefined),12.0,-0.1,-2.3,1.9,15.8,5.7,-3.9,-1.9,-3.6,-3.4
Cc1ccc(OCc2cc(C(=O)NCc3ccc(OC(F)(F)F)cc3)no2)cn1,2.8,0.5,-9.4,-0.5,-6.1,-2.9,7.0,-1.4,-1.2,-2.1
Cn1cc(C(=O)c2ccc(Cl)cc2Cl)cc1C=O,-7.0,0.1,-4.1,1.1,4.0,-0.8,1.0,2.4,1.7,4.9
COc1ccccc1-n1c(C)c(C(=O)O)c2cc(OC)c3ccccc3c21,-5.4,-0.2,-25.6,-16.9,-21.3,10.3,8.3,-1.1,0.6,4.7
COc1ccc(NC(=O)c2cccc3c(-c4cnn(C)c4)coc23)cc1,18.9,0.0,-4.6,-0.5,5.5,29.6*,-3.0,0.5,3.6,-8.5
O=C(CSc1ncccn1)c1ccccc1Br,-8.3,-0.2,-1.4,6.0,-20.6,8.7,-2.8,5.9,6.6,-7.2
O=c1cc(CO)oc(CN2CCN(Cc3ccccc3)CC2)c1O,-5.3,0.6,-4.9,-2.6,-2.9,8.5,1.5,-0.3,0.6,4.4
OC[C@@H](O)[C@@H](O)[C@H](O)[C@@H](O)CO,3.1,-0.1,3.1,1.8,12.7,-6.6,4.2,4.2,-1.1&0.0,-4.7
COCCNC(=O)CN(C(=O)Cn1nnc2ccccc21)c1ccc(F)c(Cl)c1,2.5,0.0,-0.5,-2.6,5.2,-6.9,3.8,81.5*,-0.2,-0.8
CC(=O)Nc1ccc(NC(=O)c2cc(-c3ccc(C)c(C)c3O)n[nH]2)cc1,15.4,-0.3,-14.6,0.7,-44.9,9.5,1.2,-1.0,1.1,-15.5
O=C(/C=C/c1ccc(-c2ccccc2[N+](=O)[O-])o1)c1ccc(F)cc1,4.0,1.1,-40.8,-26.8,3.0,1.6,7.2,-4.0,7.4,-6.8
O=C(COc1ccc(S(=O)(=O)N2CCc3ccccc32)cc1Cl)NCc1ccccn1,9.3,-1.9,-3.5,5.1,-26.6,-4.1,6.2,1.2,4.5,-0.8
O=C(NCc1ccccc1)c1c[nH]c2ccccc2c1=O,-4.4,-1.1,-10.2,-1.8,-3.6,-5.4,8.3,0.3,-2.0,0.4
Cc1cccc(NC(=O)CSc2nc(=O)n3ccccc3n2)c1C,1.8,-0.6,-6.1,4.1,9.2,-9.5,3.3,0.4,-2.3,0.4
Cc1cccc(N(CC(O)CON=C2c3ccccc3-c3ccccc32)S(C)(=O)=O)c1 (centres undefined),3.8,-0.5,-13.7,-5.8,-49.0,-4.3,2.8,-1.4,5.0,-1.4
COc1cc2c3nnc(-c4ccccc4)c-3cn(Cc3ccccc3F)c2cc1OC,58.5*,-27.5,i,i,-12.5,36.2*,-3.5,-0.1,13.8,4.9
CCN1CCN(C(=O)c2ccc3c(c2)N(Cc2ccccc2)C(=O)c2ccccc2S3=O)CC1 (centres undefined),-8.0,0.0,2.1,-0.1,-7.1,-5.1,-5.2,0.3,7.3,8.7
O/N=C/c1cc(Br)cs1,-9.2,0.6,-8.4,-1.3,4.3,-2.1,10.3,2.2,-4.7,2.6
O=C(Nc1cccc(S(=O)(=O)N2CCCCC2)c1)c1ccco1,0.3,0.5,-1.2,2.6,6.3,6.2,-4.0,8.4,3.5,6.2
O=c1c2ccccc2nnn1COc1cccc(Cl)c1,-11.1,1.0,2.5,-0.4,-7.2,-4.8,-1.7,-1.5,5.7,1.1
CC(C)Cc1nnc(NC(=O)Cc2ccc([N+](=O)[O-])cc2)s1,10.4,-0.1,-1.9,0.5,-43.7,-6.5,-8.6,1.7,3.3,3.6
O=C(COc1ccccc1Cl)Nc1cccc(S(=O)(=O)NC2=NCCCCC2)c1,-0.8,0.7,2.5,1.2,-0.5,13.8,3.2,0.1,-2.6,-3.1
COc1cccc(CNC(=O)Cc2ccc(NC(=O)C3=C(C)OCCS3)cc2)c1,2.0,-0.5,-8.4,-5.5,1.5,-4.1,-3.3,0.0,-0.7,6.5
Cc1cccc(NC(=O)CNC(=O)c2cccc(-n3cccc3)c2)c1C,3.1,1.1,-7.9,-0.7,-17.2,5.0,1.7,69.2*,-22.6,0.1
COc1cccc(C(=O)N/N=C/c2cn[nH]c2-c2ccc(OC)cc2OC)c1,3.4,0.9,-13.6,-2.6,-5.8,13.9,-5.1,-2.0,2.5,-0.1
CCOC(=O)[C@]12CCC=C1N(Cc1cccc3ccccc13)C(=O)[C@H](CC(=O)NCCC(C)C)C2,8.0,0.2,2.3,0.9,-32.6,-3.0,8.8,-2.1,-4.8,-1.8

# Another view of some results above.
# The line under a structure holds: ASAP1 inh | proKLK7 act | PLCb3 inh | PLCg1 inh | HGIII-sPLA2 inh | ARFGAP1 inh | Tn7 DDE FP | UHRF1 MBD2 ctr | NR1D1 modulator | DDE Tn6 FP inh
O/N=C/c1cc(Br)cs1
 : -9.2 | 0.6 | -8.4 | -1.3 | 4.3 | -2.1 | 10.3 | 2.2 | -4.7 | 2.6
O=C(COc1ccc(S(=O)(=O)N2CCc3ccccc32)cc1Cl)NCc1ccccn1
 : 9.3 | -1.9 | -3.5 | 5.1 | -26.6 | -4.1 | 6.2 | 1.2 | 4.5 | -0.8
COc1cccc(CNC(=O)Cc2ccc(NC(=O)C3=C(C)OCCS3)cc2)c1
 : 2.0 | -0.5 | -8.4 | -5.5 | 1.5 | -4.1 | -3.3 | 0.0 | -0.7 | 6.5

# Later entries.
SMILES,ASAP1 inh,proKLK7 act,PLCb3 inh,PLCg1 inh,HGIII-sPLA2 inh,ARFGAP1 inh,Tn7 DDE FP,UHRF1 MBD2 ctr,NR1D1 modulator,DDE Tn6 FP inh
C=C1C(=O)C23C(O)C1CCC2C12CCCC(C)(COC(C)=O)C1C(O)C3(O)OC2 (centres undefined),6.3,-0.2,0.2,0.7,2.1,-13.2,-1.5,2.0,6.9,-3.4
COc1cc2c(C(=O)N3CCN(c4ccccc4F)CC3)cn(C)c(=O)c2cc1OC,0.5,0.1,-0.3,0.5,-0.6,8.3,4.8,0.2,2.9,1.6
O=C(Cn1cnc2c(nnn2Cc2ccc(Cl)cc2)c1=O)OCc1ccccc1,-3.4,0.3,-1.2,-1.8,-6.2,4.2,-0.6,-1.9,-2.7,2.1
COc1ccc(NC(=O)c2cc(-c3ccc(C)cc3)on2)cc1,3.6,-0.4,-7.4,-0.2,-6.5,-7.2,-1.4,-0.5,-0.6,6.8
CCOC(=O)C1CCN(c2cc3c(cc2NC(=O)c2cc(OC)ccc2Br)n(C)c(=O)n3C)CC1,6.3,19.5*,i,i,0.8,-5.6,3.3,0.5,1.0,3.4
O=C(CSc1nc(=O)n(CCCN2CCOCC2)c2c1CCCC2)Nc1cccc(Cl)c1,-9.1,-0.3,-3.3,-0.4,0.3,-1.7,-0.4,3.6,0.7,-8.1
COC(=O)c1csc(C2OC(CO)C(O)C2O)n1 (centres undefined),-0.8,-0.8,9.1,1.9,1.5,9.6,-2.7,1.6,3.2,4.7
O=C(NNC(=O)c1ccc(Cl)c([N+](=O)[O-])c1)c1ccncc1,7.0,-0.1,-0.4,-2.3,6.7,-2.4,5.5,3.8,-2.1,4.9
O=C(Nc1ccccc1)/C(=C/c1ccc(O)cc1)NC(=O)c1ccco1,3.7,-0.4,-9.7,1.4,5.7,-3.7,0.0,1.3,-0.1,-1.4
Cc1cc(C)c(S(=O)(=O)NCc2nc3nc(C)cc(C)n3n2)c(C)c1,3.2,-0.3,2.2,0.1,0.7,-12.2,6.0,-1.8,1.9,1.1

# Screening data (PubChem BioAssay)
